N370S GC mod: inhibits or activates N370S mutant glucocerebrosidase; P04062; N370S GC spleen homogenate, 4MU-glucoside fluorescence; Potency, µM (top dose mostly 59.4 µM), without a hit: top-dose activity change, negative = inhibition, hits mostly inhibitors; actives 0.092% (n = 330,000); AID 2101;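 also: 0% = full enzyme activity and -100% = no enzyme basal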
FEN1 inh: human FEN1 inhibition | Recombinant FEN1 flap cleavage, fluorescence, 15 min | Potency, µM (doses to about 114 µM), for inactives: top-dose activity change, negative = inhibition, hits mostly inhibitors | P39748 | AID 588795 | actives 0.35% (n = 390,000); also: nearly all actives have a fitted effect of over 65% in size
Target sequence (P39748 whole entry, looked up): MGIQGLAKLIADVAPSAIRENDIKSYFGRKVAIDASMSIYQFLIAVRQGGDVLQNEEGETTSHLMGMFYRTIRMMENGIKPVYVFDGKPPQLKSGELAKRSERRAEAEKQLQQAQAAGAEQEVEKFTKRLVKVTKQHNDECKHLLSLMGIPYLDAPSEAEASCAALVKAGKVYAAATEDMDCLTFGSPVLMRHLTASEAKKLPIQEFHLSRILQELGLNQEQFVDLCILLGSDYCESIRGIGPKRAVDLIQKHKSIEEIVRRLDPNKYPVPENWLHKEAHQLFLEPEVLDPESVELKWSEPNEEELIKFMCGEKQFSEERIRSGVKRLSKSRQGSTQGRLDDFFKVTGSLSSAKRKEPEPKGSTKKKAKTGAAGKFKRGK
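Compounds are tested as a concentration series against 10 nM FEN1; after a 15 min room-temperature preincubation, 50 nM substrate starts cleavage, with plate reads at 0 and 15 min. Normalized responses are fitted by a Hill equation.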
TDP1 block: blocks human tyrosyl-DNA phosphodiesterase 1 | Q9NUW8 | recombinant TDP1, AlphaScreen DNA substrate cleavage | Potency, µM (series often up to 130 µM), for inactives: at the highest dose activity change, negative = inhibition, hits mostly inhibitors | actives 0.28% (n = 350,000); also: nearly all actives have a fitted effect of over 40% in size
Target sequence (Q9NUW8 whole entry, looked up): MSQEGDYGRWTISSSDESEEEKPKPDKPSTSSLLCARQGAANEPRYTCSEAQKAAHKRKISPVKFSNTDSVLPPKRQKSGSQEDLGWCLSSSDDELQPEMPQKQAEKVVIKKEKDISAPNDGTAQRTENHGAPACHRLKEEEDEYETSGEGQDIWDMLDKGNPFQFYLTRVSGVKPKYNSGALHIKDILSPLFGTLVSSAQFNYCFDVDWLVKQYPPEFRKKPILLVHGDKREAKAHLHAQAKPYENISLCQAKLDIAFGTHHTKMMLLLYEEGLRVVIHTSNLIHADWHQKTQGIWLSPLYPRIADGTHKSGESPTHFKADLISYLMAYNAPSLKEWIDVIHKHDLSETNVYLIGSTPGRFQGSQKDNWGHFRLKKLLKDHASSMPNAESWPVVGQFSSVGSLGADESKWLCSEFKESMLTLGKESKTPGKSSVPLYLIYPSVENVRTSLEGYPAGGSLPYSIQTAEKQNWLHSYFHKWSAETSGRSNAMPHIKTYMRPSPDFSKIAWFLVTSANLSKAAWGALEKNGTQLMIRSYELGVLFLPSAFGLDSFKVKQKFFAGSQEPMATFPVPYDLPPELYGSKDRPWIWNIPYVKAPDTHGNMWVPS
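Enzyme-compound mixtures sat 15 min at room temperature, followed by a 5 min reaction with 15 nM final substrate and 10 min with AlphaScreen beads. Recombinant human Tdp1 was used at 1 nM final.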
* = called active by the depositor; ? = inconclusive; nt = not tested or not shown; & = joins results of further samples; [ ] = another dose, or the depositor's remark. Calls follow the shape of the dose curve; as a rule, active = well fitted curve in the direction sought with a large enough effect; inconclusive = small, poorly fitted or top-dose-only effect, or another doubt; inactive = no such curve, though single readings can be large; an effect the other way counts as inactive or inconclusive. Unless noted, % is scaled to controls: 0 for no effect and ±100 for the full control effect; potency is read from the fitted curve at half-maximal effect.

Each structure is followed by: TDP1 block, N370S GC mod, FEN1 inh
COC(=O)c1ccccc1NC(=O)C1CCC(=O)N1S(=O)(=O)c1ccc(C)cc1 (stereo not drawn)
    2%, -4%, -5%
Cc1cc(Cl)nc(Cl)c1C(=O)NCCc1ccccc1
    0%, nt, 5%
O=C(NCCSc1ccccc1)c1ccccc1Cl
    -3%, -1%, 3%
CCCCCC/C=C1\CC(C(=O)OCC)Oc2ccccc21 (stereo not drawn) (tested in a mixture with another compound)
    ?, 3%[89.1 µM], nt
COc1ccc(C)cc1NS(=O)(=O)c1c(C(=O)N2CCCCCC2)c(C)n(C)c1C
    3%, nt, 4%
CC(=O)N[C@@H]1[C@@H](O)[C@@H]2OC(c3ccccc3)OC[C@H]2O[C@@H]1N=[N+]=[N-] (stereo partly drawn)
    0%, -2%, -12%
CCOC(=O)c1c(C)n(C)c2ccc(OC)c(NC(=O)c3cccs3)c12
    7%, 19%, 6%
CCN(CC)C(=O)c1ccc(Nc2nnc(-c3ccc(O)cc3)c3ccccc23)cc1
    nt, -18%, -1%
Cc1cccc(OCCCn2c(CCNC(=O)C(C)(C)C)nc3ccccc32)c1
    0%, nt, -8%
CCOC(=O)CC1COCCN1C(=O)c1cc(COc2ccc(F)cc2Cl)on1 (stereo not drawn)
    0%, 0%, 16%
CCc1ccc(NC(=O)Cn2nnc(C(=O)NCc3ccc4c(c3)OCO4)c2N)cc1
    -1%, -10%, -18%
COCCCNC(=O)c1ccc(N2CCOCC2)c(NS(=O)(=O)c2ccc(OC)cc2)c1
    -7%, 2%, -12%
O=C(Nc1ccc(F)cc1F)c1csc(-c2cccs2)n1
    -9%, 5%, 1%
CCn1c(=O)c2cc(C(=O)NCCCN(C)Cc3ccccc3)sc2c2ccccc21
    6%, nt, ?
COc1cc(/C=N/NC(=O)c2cccc(S(=O)(=O)N3CCCCC3)c2)cc(Br)c1O
    5%, 2%, -1%
CC(C)OC(=O)CCCCCN1C(=O)CSC1=S
    -5%, 3%, -7%
Nc1ccc(N(CCO)CCO)cc1
    nt, -1%, -23%
Cc1cc(C)cc(NC(=O)Cn2c(C)cc(C)c(C#N)c2=O)c1
    -4%, nt, -2%
CCOC(=O)c1oc2ccc(S(=O)(=O)Nc3ccc4c(c3)n(C)c(=O)n4C)cc2c1C
    5%, -7%, -17%
O=C(COC(=O)c1ccccn1)Nc1c(Cl)cccc1Cl
    0%, -2%, 23%
CC(C)CCn1c(SCC(=O)NC2CC2)nc2cc(Cl)ccc2c1=O
    -3%, 0%, -1%
COc1ccc(N(CC(=O)NCCSc2ccccc2)S(=O)(=O)c2ccccc2)c(OC)c1
    1%, nt, 7%
Cc1cccc(CC(=O)N2CCCC2)c1
    1%, -2%, -3%
CCc1cc(C(=O)N=Nc2c(O)[nH]c3ccc([N+](=O)[O-])cc23)c2ccccc2n1
    6%, 2%, ?
O=c1c2c([nH]c3ccc(Br)cc13)CCCC2
    1%, -6%, -7%
Cc1onc(-c2ccccc2)c1C(=O)NC(=S)NNC(=O)c1ccc(O)cc1
    8%, 16%, -15%
CCOc1ccc(S(=O)(=O)/N=C(\N)c2ccccc2)cc1
    nt, -3%, 10%
COCc1cccc(C(=O)NC(c2ccccc2)c2ccccc2)c1
    4%[0.0935 µM], 1%, 4%
COc1ccc(Cl)cc1NC(=O)CN(C)C(=O)Cc1ccc(-c2ccccc2)cc1
    0%, nt, 9%
O=C1/C(=C/c2ccccc2)NC(=S)N1C(c1ccccc1)c1ccccc1
    2%, 12%, 11%

Next compounds follow.
Each structure is followed by: TDP1 block, N370S GC mod, FEN1 inh
COc1cccc(-n2cc(CNCc3cn(C)nc3-c3ccccc3F)cn2)c1
    3%, -1%, 2%
Cc1ccc(C)c(C(=O)COc2ccc(C)nc2[N+](=O)[O-])c1
    -2%, -2%, -5%
COc1cc(C(=O)NC2=NCCS2)ccc1OCc1c(C)noc1C
    8%, 3%[2.35 µM], 1%
O=C(c1ccccc1)N1CCN(c2ncnc3sc4c(c23)CCC4)CC1
    2%, 8%, -12%
COc1ccc(NC(=O)CSc2nc3ccccc3[nH]2)cc1
    2%, nt, 4%
COc1ccc(C(=O)C2CCCN(C(=O)C3CCOCC3)C2)c(C)c1 (stereo not drawn)
    1%, -7%, 21%
CNC(=O)CSc1nnc(COc2ccc(Cl)cc2)n1CCOC
    3%, -12%, 5%
CCOC(=O)N1CCN(C(=S)NCCOC)CC1
    4%, -1%, -1%
O=C(NC(=O)N1CCN(c2cccc(Cl)c2)CC1)c1ccc(Cl)cc1
    5%, -21%, -20%
Cn1nnnc1SCC(=O)c1cccs1
    4%, 4%, 13%
CC(=O)c1ccc(NC(=O)CCc2c(C)nn(-c3ccc4nnc(C)n4n3)c2C)cc1
    5%, nt, -7%
Cc1cccc(C)c1NC(=S)N(Cc1ccccc1)Cc1cccs1
    5%, -7%, 12%
O=C1CCC(c2ccccc2)(C2CCN(Cc3ccccc3)CC2)C(=O)N1 (stereo not drawn)
    3%&7%, -6%&-3%, 12%
CCOC(=O)CNS(=O)(=O)c1ccc(C(=O)O)cc1
    2%, -2%, 7%
S=C(N/N=C/c1ccc(Cl)cc1)N1CCOCC1
    8%, -1%, -8%
CCC1CCCCN1S(=O)(=O)c1ccc(NC(=O)c2cccnc2)cc1 (stereo not drawn)
    8%, 28%, 10%
OCc1cc(CO)c(O)c(CCc2ccccc2)n1
    4%, -6%, 6%
N#Cc1c(-c2cccs2)nc(SCC(=O)c2ccc(Br)cc2)[nH]c1=O
    nt, -16%, ?
COc1ccccc1N=Nc1ccc(O)c2ncccc12
    nt, -4%, -16%
CN(CCC1CCCCO1)C(=O)CCc1nnc(Cc2c[nH]c3ccccc23)o1 (stereo not drawn)
    3%, -1%, 0%
O=C(CSc1ccc2nnc(-c3cccnc3)n2n1)Nc1ccccc1
    6%, -2%, -9%
Cc1ccc(-n2c(SCC(=O)c3ccccc3)nc3c([nH]c4ccccc43)c2=O)cc1
    5%, nt, -6%
COc1cc(C(=O)NCc2nnc(SCC(=O)Nc3cccc(C)c3)o2)cc(OC)c1OC
    4%, -1%, -1%
COc1ccc(-c2oc3ncn4nc(COc5ccc(C)cc5)nc4c3c2-c2ccc(OC)cc2)cc1
    -2%[12.3 µM], nt, 0%
COC(=O)Cc1cc(=O)[nH]c(/N=C(\N)Nc2cccc(C)c2)n1
    0%, 2%, 4%
Nc1cccc(Oc2ccc3c(c2)C(=O)N(CC2CCCO2)C3=O)c1 (stereo not drawn)
    0%, 2%, 6%
CC(C)Nc1nc2c(S(=O)(=O)c3cccc(Cl)c3)nnn2c2ccsc12
    8%, nt, -7%
O=C(COc1ccc2c(-c3ccccc3)cc(=O)oc2c1)NCCCN1CCOCC1
    3%, 0%, 4%
CCc1ccc(S(=O)(=O)Nc2cccc(-c3ccc(N4CCC(C)CC4)nn3)c2)s1
    5%, nt, -17%
COc1ccc(NC(=O)COC(=O)c2ccc3ccccc3n2)cc1OC
    0%, nt, -7%

Continued:
Each structure is followed by: TDP1 block, N370S GC mod, FEN1 inh
Cc1c(Cl)cccc1NC(=O)c1oc2ccc(S(=O)(=O)N3CCCCCC3)cc2c1C
    5%, nt, -16%
Cc1cc(C)cc(N2C(=O)CC(Cn3nc(C)cc3C)C2=O)c1 (stereo not drawn)
    1%, -4%, 6%
Cc1ccnc(Cc2ccccc2)n1
    nt, -7%, -9%
O=C(CN(c1ccc2c(c1)OCCO2)S(=O)(=O)c1ccccc1)Nc1ccc2c(c1)OCO2
    8%, 7%, 17%
N=c1c(C(=O)NCCc2ccccc2)cc2c(=O)n3ccccc3nc2n1CC1CCCO1 (stereo not drawn)
    3%, ?, 9%
CCN1C(=O)c2cccc3c(NC(=O)c4ccc5c(c4)OCCO5)ccc1c23
    9%, 0%, 0%
O=C(Cc1c[nH]c2ccccc12)NC1(C(=O)NC2CCCC2)CCCCC1
    5%, 6%, 7%
COc1cc(OC)c(NC(=O)CCc2nc(-c3cccs3)no2)cc1Cl
    4%, 23%, 9%
O=S(=O)(NCc1ccncc1)c1ccccc1
    -2%, -3%, 2%
O=C(CCS(=O)(=O)c1ccc(Br)cc1)NC1CCCCCC1
    1%, -7%, -1%
Cc1[nH]nc(SCC(=O)NCc2ccc(Cl)cc2)c1[N+](=O)[O-]
    4%, -16%, -5%
CCN1C(=O)[C@H]2[C@H]3CN=C(SCc4ccc(Cl)cc4)N3[C@@](Cc3ccccc3)(C(=O)OC)[C@H]2C1=O
    -6%[56.1 µM], nt, -5%
Cc1ccccc1Cn1c(=O)n(CCc2ccccc2)c(=O)c2sc3ccccc3c21
    9%, nt, 11%
O=C(NCc1ccco1)C1CCCN(S(=O)(=O)Cc2ccccc2)C1 (stereo not drawn)
    5%, -3%, -10%
CCCOc1ccc(NC2=CC(=O)CC(C)(C)C2)cc1
    2%, 11%, -11%
CCOC(=O)C1CCN(C(=O)C2(NC(=O)Nc3ccc(F)cc3F)CCCCC2)CC1
    1%, 0%, -12%
CC1(c2ccccc2)NC(=O)N(CC(=O)Nc2ccc3c(c2)CCC3)C1=O (stereo not drawn)
    0%, nt, -3%
O=C(c1ccc(Cl)cc1)N(c1ccccn1)C1CCCCC1
    5%, 2%, -1%
Cc1cccc(-n2c(Cc3cc(=O)[nH]c(=O)[nH]3)nnc2SCC(=O)N2CCCCC2)c1
    2%, -1%, -2%
COc1ccc(CCNc2nc3c(c(=O)n(C)c(=O)n3C)n2Cc2ccccc2Cl)cc1OC
    -1%, nt, 0%
N#Cc1c(N)nc(N2CCCC2)c(C#N)c1-c1ccc(Cl)cc1
    4%, 3%, -4%
CN(C)CCCN(C(=O)c1ccc(S(=O)(=O)N2CCOCC2)cc1)c1nc2ccc(F)cc2s1
    4%, -12%, 2%
CCOC(=O)COc1ccc(/C=C(\C#N)c2nc3ccc(C)cc3[nH]2)cc1OC
    -11%, nt, 7%
O=C(Nc1cc(S(=O)(=O)N2CCOCC2)ccc1N1CCCCC1)c1ccccc1Br
    1%, nt, -1%
Cc1ccc(NC(=O)c2cc3ccccc3oc2=N)cc1
    nt, -11%, 5%
COc1cc(C2C(C(=O)c3ccc(C)o3)=C(O)C(=O)N2CCCn2ccnc2)cc(OC)c1OC (stereo not drawn)
    4%, 4%, -2%
COc1cccc(OC)c1C(=O)NNS(=O)(=O)c1ccc2ccccc2c1
    1%, 2%, -6%
Cc1cc(C)c(C(=O)N2CCCC(CNS(=O)(=O)N(C)C)C2)o1 (stereo not drawn)
    1%, 3%, 0%
Cc1cccc(NC(=O)CNC(=O)CSc2nnc(C(F)(F)F)n2C)c1C
    0%, nt, 23%
COC1CCCN(C(=O)c2cccc(OC3CCN(S(C)(=O)=O)CC3)c2)C1 (stereo not drawn)
    6%, -4%, 0%

In another format: entries from further up.
CCCOc1ccc(NC2=CC(=O)CC(C)(C)C2)cc1
  TDP1 block: 2%
  N370S GC mod: 11%
  FEN1 inh: -11%

CCOC(=O)C1CCN(C(=O)C2(NC(=O)Nc3ccc(F)cc3F)CCCCC2)CC1
  TDP1 block: 1%
  N370S GC mod: 0%
  FEN1 inh: -12%

Back to the main list, repeating the three entries before the break.
Each structure is followed by: TDP1 block, N370S GC mod, FEN1 inh
Cc1cc(C)c(C(=O)N2CCCC(CNS(=O)(=O)N(C)C)C2)o1 (stereo not drawn)
    1%, 3%, 0%
Cc1cccc(NC(=O)CNC(=O)CSc2nnc(C(F)(F)F)n2C)c1C
    0%, nt, 23%
COC1CCCN(C(=O)c2cccc(OC3CCN(S(C)(=O)=O)CC3)c2)C1 (stereo not drawn)
    6%, -4%, 0%
Cc1nnsc1C(=O)NNc1ccc(C(C)(C)C)cc1
    4%, -10%, -2%
CCOCCCNC(=O)C1CCN(c2cc(C)nc3c(-c4ccc(OC)c(OC)c4)c(C)nn23)CC1
    5%, 0%, -6%
O=C(CCNc1n[nH]c(=O)[nH]c1=O)N/N=C/c1ccc(C(F)(F)F)cc1
    -3%, -2%, 13%
Cc1cccc(NC(=O)CCN2CCC(C)CC2)c1
    nt, -1%, -4%
Cc1cc(C(=O)CSc2n[nH]c(N)n2)c(C)n1-c1ccccc1
    7%, 2%, 2%
Cc1cccc(C)c1OCCOC(=O)c1cccc(S(=O)(=O)N2CCOCC2)c1
    -5%, nt, -22%
O=C(O)CC(C(=O)OC1CCCCC1)N1CCOCC1 (stereo not drawn)
    4%, -9%, -1%
O=c1c2ccccc2nc2n1C(CSCc1cccc(C(F)(F)F)c1)CS2 (stereo not drawn)
    3%, 10%, -3%
O=c1oc2ccccc2n1Cc1cccc(Cl)c1
    3%, -13%, -4%
CCc1ccc(C(=O)COC(=O)c2cccnc2Cl)cc1
    -1%, 4%, -6%
COc1ccccc1CNC(=O)CCn1c(=O)c2ccccc2n(CC(=O)Nc2ccc(Br)cc2F)c1=O
    1%, nt, 1%
C/C(CC(=O)Nc1cccc(Cl)c1C)=N\NC(=O)Cc1csc(N)n1
    7%, -7%, -1%

Screening data: PubChem, National Center for Advancing Translational Sciences (NCATS)
